M4 ag: agonists of human muscarinic M4 receptor (CHRM4); CHO-K1 hM4/Gqi5, Fluo-8 calcium fluorescence; vehicle 0%, full acetylcholine response 100%; activation, % at 3 µM; 360,000 tested, 0.14% active; AID 624127;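 active = activation above the run mean over all test wells plus 3 SD, cut at about 32% in these data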;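 note: peak over basal fluorescence ratio per well then scaled between controls; 0% = DMSO wells and 100% = acetylcholine at EC100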
Target sequence (P08173 whole entry, looked up): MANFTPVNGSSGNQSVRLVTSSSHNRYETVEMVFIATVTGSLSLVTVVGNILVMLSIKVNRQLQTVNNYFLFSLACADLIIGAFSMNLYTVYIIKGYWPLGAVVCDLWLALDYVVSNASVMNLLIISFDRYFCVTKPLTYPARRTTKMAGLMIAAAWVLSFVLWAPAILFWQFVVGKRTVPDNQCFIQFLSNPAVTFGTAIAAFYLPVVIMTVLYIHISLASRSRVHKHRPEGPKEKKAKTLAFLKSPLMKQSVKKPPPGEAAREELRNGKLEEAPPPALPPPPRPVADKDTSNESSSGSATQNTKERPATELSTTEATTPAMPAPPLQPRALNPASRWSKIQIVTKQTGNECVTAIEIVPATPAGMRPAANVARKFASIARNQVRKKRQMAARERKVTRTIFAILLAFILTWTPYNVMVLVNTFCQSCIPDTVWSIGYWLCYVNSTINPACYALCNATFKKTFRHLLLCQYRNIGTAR
M4 PAM: CHRM4 positive allosteric modulation; CHO-K1 hM4/Gqi5, Fluo-8 calcium fluorescence, ACh EC20; 0% = ACh EC20, 100% = maximal ACh; activation, % at 3 µM; 360,000 tested, 0.4% active;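 active = activation above its plate's cutoff, the mean activation of sample wells plus 3 SD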; note: some results filed as inactive read as strong as hits
CHRM5 antagonist: antagonists of human muscarinic M5 receptor (CHRM5). inhibition, % at 3 µM. P08912. 360,000 tested, 0.59% active. CHO-hM5 cells, Fluo-8 calcium fluorescence, ACh EC80. AID 624040;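 active = inhibition above a per-plate cutoff, the mean of that plate's test compounds plus 3 SD, cut at about 27% in these data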;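 note: 0% = acetylcholine EC80 with DMSO and 100% = DMSO without agonist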
Target sequence (P08912 whole entry, looked up): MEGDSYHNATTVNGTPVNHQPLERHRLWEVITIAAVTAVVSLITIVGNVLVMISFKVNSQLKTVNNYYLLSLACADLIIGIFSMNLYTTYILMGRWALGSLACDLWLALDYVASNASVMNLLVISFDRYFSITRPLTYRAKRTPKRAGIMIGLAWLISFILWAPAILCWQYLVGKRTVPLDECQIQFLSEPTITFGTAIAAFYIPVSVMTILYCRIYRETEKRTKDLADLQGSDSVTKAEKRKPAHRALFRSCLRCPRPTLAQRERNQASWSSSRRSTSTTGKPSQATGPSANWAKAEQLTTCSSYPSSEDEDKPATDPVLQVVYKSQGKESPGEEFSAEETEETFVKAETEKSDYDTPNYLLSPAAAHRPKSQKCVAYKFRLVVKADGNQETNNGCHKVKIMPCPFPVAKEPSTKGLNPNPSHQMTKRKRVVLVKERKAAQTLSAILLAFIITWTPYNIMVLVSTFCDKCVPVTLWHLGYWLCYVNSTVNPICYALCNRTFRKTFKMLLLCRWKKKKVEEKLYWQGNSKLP
CRFR2-BP ag: CRF-BP/CRF-R2 complex agonism. AID 588473. HEK293 CRF-R2/CRF-BP, calcium dye fluorescence (FLIPR); percent of saturating CRF peptide response. activation, % at 13.2 µM. 350,000 tested, 0.46% active;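 active = activation of at least 50%, plus an integration ratio under a set limit after plate pattern correction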;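 note: plate controls were neutral control wells without compound for no effect and CRF at EC100 for full effect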
M1 PAM: positive allosteric modulators of human M1 muscarinic receptor; 360,000 tested, 0.088% active; CHO-K1 hM1, Fluo-8 calcium fluorescence, ACh EC20; 0% = ACh EC20, 100% = maximal ACh; P11229; activation, % at 3 µM; AID 588819; in the data active = activation above about 19%, passing the limit was not always enough
M4 antag: CHRM4 antagonism in calcium assay | P08173 | AID 624125 | inhibition, % at 3 µM | CHO-hM4 cells, ACh EC80, Fluo-8 calcium fluorescence | 360,000 tested, 0.73% active;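 active = inhibition above its plate's cutoff, the mean inhibition of sample wells plus 3 SD, cut at about 27% in these data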;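 note: 0% = acetylcholine EC80 with DMSO and 100% = DMSO without agonist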
M5 ag: CHRM5 agonism in calcium assay; 360,000 tested, 0.19% active; CHO-K1 hM5 cells, Fluo-8 calcium fluorescence; 0% DMSO wells, 100% maximal acetylcholine response; activation, % at 3 µM; P08912;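 active = activation above the run's mean over test compounds plus 3 SD, cut at about 23% in these data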;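 note: signal is peak over basal fluorescence ratio across the kinetic read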
M5 PAM: CHRM5 positive allosteric modulation | 360,000 tested, 0.3% active | AID 624038 | activation, % at 3 µM | P08912 | CHO-K1 hM5, Fluo-8 calcium, ACh EC20 PAM; 0% = ACh EC20, 100% = ACh EC100;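 active = activation above the run cutoff, the mean activation of all test compounds plus 3 SD, cut at about 18% in these data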
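Assay system: CHO-K1 hM5 cells. Also added: acetylcholine at EC20 concentration, added after compound. Dosing: 3 µM, single dose. Times: compound preincubation 140 s before EC20 acetylcholine addition. Signal: Fluo-8 calcium fluorescence. Measure: % activation relative to EC20 and EC100 ACh responses. Repeats: singlicate, one well per test compound.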
CRFBP-R2 block: antagonists of CRF-binding protein/CRF-R2 receptor complex; HEK293 CRF-R2/CRF-BP, CRF-induced calcium fluorescence; inhibition, % at 11.8 µM; 350,000 tested, 0.59% active;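 active = inhibition of the ligand-induced calcium signal above about 50% at the single tested concentration, limit read from the data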
The depositor's hits bear a star; . = no result given.

1	CN(C)CCNC(=O)c1ccccc1
2	CC(C)(C)NS(=O)(=O)c1ccc(CCC(=O)NCc2ccccn2)cc1
3	COCCn1c(SCC(=O)Nc2ccc(OC)c(S(N)(=O)=O)c2)nc2ccccc2c1=O
4	Cc1cc(C(=O)CCC(=O)N(C)CC2COc3ccccc3O2)c(C)s1 (stereo unspecified)
5	COCCN(CCOC)S(=O)(=O)c1ccc(Cl)nc1
6	CSc1ccccc1NC(=O)CN(C)C(=O)Cn1c(=O)oc2ccccc21
entry no.	1	2	3	4	5	6
M4 ag	1	5	0	3	0	0
M4 PAM	6	4	3	2	5	-2
CHRM5 antagonist	-5	-10	2	2	1	4
CRFR2-BP ag	1.0	3.3	-0.2	0.9	-0.3	0.7
M1 PAM	8	6	7	6	10	9
M4 antag	4	-8	-4	-6	1	0
M5 ag	3	0	-1	-2	1	-3
M5 PAM	4	0	2	-7	4	2
CRFBP-R2 block	-15	-11	-7	-8	-10	1

7	CN(NC(=O)NN)c1ncc(C(F)(F)F)cc1Cl
8	O=C(O)CCC(=O)N1N=C(c2ccc(Br)cc2)CC1c1ccc(Br)cc1 (stereo unspecified)
9	CCOc1ccccc1CNCc1ccc(C(=O)O)cc1
10	C[C@H](NC(=O)c1ncn(C)c1C(=O)N[C@@H](C)c1ccccc1)c1ccccc1
11	O=C1CC/C=C\C[C@@H](CC(=O)N(CCO)Cc2ccccc2)C(=O)NCCO1
12	COC(=O)CCCNC(=O)c1ccc(OC2CCN(CCc3ccccc3)CC2)cc1
entry no.	7	8	9	10	11	12
M4 ag	1	3	0	4	0	2
M4 PAM	11	-2	1	-4	2	-13
CHRM5 antagonist	5	5	3	12	6	-11
CRFR2-BP ag	-0.7	-1.2	0.7	0.7	4.0	-0.7
M1 PAM	7	4	14	-1	4	2
M4 antag	9	-7	-5	-2	-3	10
M5 ag	2	3	-4	4	2	-9
M5 PAM	10	2	-7	11	-17	5
CRFBP-R2 block	23	-12	-9	1	-3	-8

13	O=C(NCc1cccc(Cl)c1)C1CCC(=O)N(CC2CCCCC2)C1 (stereo unspecified)
14	CCOC(=O)C1(C)CCN1C(=O)c1ccc(-c2ccccc2)cc1 (stereo unspecified)
15	COc1cccc(COC(=O)C2CCN(C(=O)c3ccccc3C)CC2)c1OC
16	CC(=O)Nc1ccc2c(c1)C(=O)N(c1cccc(C)c1)C2=O
17	Cc1nnc(SCC(=O)Nc2cc(S(C)(=O)=O)ccc2Cl)n1Cc1ccccc1
18	COc1ccc(OC)c(NC(=S)N2CCc3ccccc3C2)c1
entry no.	13	14	15	16	17	18
M4 ag	2	7	7	0	1	1
M4 PAM	-2	5	-6	0	-3	13
CHRM5 antagonist	-15	3	-8	8	18	-5
CRFR2-BP ag	-4.3	.	-1.1	-0.3	-1.0	0.0
M1 PAM	13	1	1	5	12	2
M4 antag	-7	-6	-2	3	3	-2
M5 ag	0	1	2	-1	-3	-10
M5 PAM	5	-8	-2	3	-2	3
CRFBP-R2 block	86*	.	8	-6	6	17

Records 17 to 18, quoted:
17	Cc1nnc(SCC(=O)Nc2cc(S(C)(=O)=O)ccc2Cl)n1Cc1ccccc1
18	COc1ccc(OC)c(NC(=S)N2CCc3ccccc3C2)c1
entry no.	17	18
M4 ag	1	1
M4 PAM	-3	13
CHRM5 antagonist	18	-5
CRFR2-BP ag	-1.0	0.0
M1 PAM	12	2
M4 antag	3	-2
M5 ag	-3	-10
M5 PAM	-2	3
CRFBP-R2 block	6	17

Continued:
19	Oc1c(Br)cc2oc3c(c2c1CNCc1ccccc1)CCCC3
20	COc1ccc2c(c1)CCc1c(C(=O)NCCCn3ccnc3)noc1-2
21	CN1CCC(N2CCN(C3CN(Cc4cn(Cc5ccc(C(F)(F)F)cc5)nn4)S(=O)(=O)C3)CC2)CC1 (stereo unspecified)
22	Cc1ccc(-c2nc3ccc(Cl)cn3c2Cc2ccccc2)cc1
23	CC[C@@H](C)[C@H](NC(=O)CNC(=O)Cc1c(C)c2c(cc(C)c3c(C)coc32)oc1=O)C(=O)O
24	Cc1cccc(C(=O)NCC(=O)NCCCSc2ccccc2)c1
entry no.	19	20	21	22	23	24
M4 ag	1	1	0	0	1	1
M4 PAM	-7	1	-1	2	-8	0
CHRM5 antagonist	-3	8	7	12	4	-3
CRFR2-BP ag	1.4	-2.4	.	0.5	4.2	-0.8
M1 PAM	1	3	.	12	10	-1
M4 antag	-11	-1	5	12	-8	8
M5 ag	-3	0	0	1	0	-1
M5 PAM	-7	-4	-3	-3	2	3
CRFBP-R2 block	-7	-16	.	-4	-6	-8

25	CCCN1CCC(=O)N([C@H](CSc2ccc(Br)cc2)Cc2ccccc2)CC1
26	CC1CCN(CCc2nc3cc(NC(=O)COc4ccc([N+](=O)[O-])cc4)ccc3n2C)CC1
27	CCC(CC)C(=O)NCCNC(=O)C(CC)CC
28	CCn1ncc(/C=C2/SC(=S)NC2=O)c1C
29	CC[C@@H]1CCC[C@@H](O)[C@@H](C)C(=O)O[C@H](C)[C@@H](C)C/C=C(C)/C(OC)=C\C(=O)N(C)C([C@@H](C)CC)C(=O)N(C)[C@@H](C(C)C)C(=O)N(C)[C@@H](COC)C(=O)N2CCC[C@H]2C(=O)N(C)[C@@H](C(C)C)C(=O)N2CCC[C@H]2C(=O)O1 (stereo partly specified)
30	CN(Cc1ccc(C(C)(C)C)cc1)C(=O)c1ccc2c(c1)OCO2
entry no.	25	26	27	28	29	30
M4 ag	4	1	1	0	9	3
M4 PAM	6	-2	-6	6	-5	5
CHRM5 antagonist	1	-7	-6	0	25	12
CRFR2-BP ag	-1.1	0.7	-0.3	-1.5	.	-2.1
M1 PAM	-6	0	3	-1	-9	0
M4 antag	-4	-6	6	-2	0	-2
M5 ag	-7	-8	0	-2	11	-1
M5 PAM	3	1	5	-2	-14	-6
CRFBP-R2 block	-8	11	8	-4	.	14

31	CC(OC(=O)Cn1cnc2c1c(=O)n(C)c(=O)n2C)C(=O)N(C)c1ccccc1 (stereo unspecified)
32	CCOc1cccc(OCCOCCN2CCCC2)c1
33	COc1cccc(C(C(=O)NCc2ccccc2)N(C(=O)c2csnn2)C2CC2)c1 (stereo unspecified)
34	CCC(C)NS(=O)(=O)c1ccc(NC(=O)CNCc2cccs2)cc1 (stereo unspecified)
35	CC(Oc1ccccc1F)C(=O)NNC(=O)CC(C)c1ccccc1 (stereo unspecified)
36	COc1cccc(C(=O)Nc2cc([N+](=O)[O-])ccc2N2CCN(C)CC2)c1
entry no.	31	32	33	34	35	36
M4 ag	2	0	5	8	0	2
M4 PAM	2	-3	-20	-1	0	10
CHRM5 antagonist	0	2	24	-9	6	-3
CRFR2-BP ag	3.6	2.1	0.2	-1.6	2.2	13
M1 PAM	5	-3	-5	1	1	10
M4 antag	0	0	19	10	1	-5
M5 ag	3	-5	0	-3	-3	-1
M5 PAM	-2	0	-7	-10	2	1
CRFBP-R2 block	-4	4	-6	-6	-6	-20

37	CCN1CCN(S(=O)(=O)c2ccc(Cl)c(C(=O)Nc3ccccc3N3CCCC3)c2)CC1
38	CCS(=O)(=O)N1CCN(C(=O)c2cccc(OC)c2)CC1
39	COc1cccc(NC(=O)Nc2ccc(Cc3ccncc3)cc2)c1
40	CC(C)n1nc(C(=O)OCC(=O)NCCc2ccc(S(N)(=O)=O)cc2)c2ccccc2c1=O
41	COc1ccc(C(=O)N2CCCC2)cc1
42	Cc1nn(Cc2ccccc2)c(Cl)c1C(=O)OCC#N
entry no.	37	38	39	40	41	42
M4 ag	2	1	6	0	0	0
M4 PAM	8	0	-7	11	11	0
CHRM5 antagonist	2	-8	7	9	-2	-2
CRFR2-BP ag	0.7	0.0	-0.2	-1.8	-1.1	-1.3
M1 PAM	10	17	-7	6	10	5
M4 antag	-5	1	5	0	-1	2
M5 ag	-6	-4	-1	3	0	-8
M5 PAM	-4	5	-8	9	1	8
CRFBP-R2 block	3	17	15	7	-13	-1

5 entries drawn at random from the list so far:
39	COc1cccc(NC(=O)Nc2ccc(Cc3ccncc3)cc2)c1
37	CCN1CCN(S(=O)(=O)c2ccc(Cl)c(C(=O)Nc3ccccc3N3CCCC3)c2)CC1
42	Cc1nn(Cc2ccccc2)c(Cl)c1C(=O)OCC#N
40	CC(C)n1nc(C(=O)OCC(=O)NCCc2ccc(S(N)(=O)=O)cc2)c2ccccc2c1=O
38	CCS(=O)(=O)N1CCN(C(=O)c2cccc(OC)c2)CC1
entry no.	39	37	42	40	38
M4 ag	6	2	0	0	1
M4 PAM	-7	8	0	11	0
CHRM5 antagonist	7	2	-2	9	-8
CRFR2-BP ag	-0.2	0.7	-1.3	-1.8	0.0
M1 PAM	-7	10	5	6	17
M4 antag	5	-5	2	0	1
M5 ag	-1	-6	-8	3	-4
M5 PAM	-8	-4	8	9	5
CRFBP-R2 block	15	3	-1	7	17

Next structures:
43	Cn1nnc(NC(=O)/C=C/c2ccco2)n1
44	Cc1ccccc1OCCCSc1nc2ccccc2[nH]1
45	CC(=O)Nc1ccc(S(=O)(=O)CCC#N)cc1
46	O=C(CNC(=O)c1ccco1)NCC(=O)OCc1ccccc1Cl
47	Cc1cc(OCC(=O)Nc2ccccn2)c2c(C)cc(=O)oc2c1
48	COc1ccccc1C(=O)NCC(=O)NCc1cc(=O)n(C)c(=O)n1C
49	Cc1nn(-c2ccc(F)cc2)c(C)c1NS(=O)(=O)c1ccc(Cl)cc1
50	O=C1NC(=O)C2(CCC(C(=O)O)C2)N1 (stereo unspecified)
51	CCOc1ccc2nc(SCC(=O)Nc3ncccn3)[nH]c2c1
entry no.	43	44	45	46	47	48	49	50	51
M4 ag	0	9	1	1	1	1	1	0	0
M4 PAM	-4	-21	7	-7	7	-4	3	13	6
CHRM5 antagonist	-2	-1	10	3	-4	-5	5	2	2
CRFR2-BP ag	1.9	-1.1	4.6	-0.6	-0.3	0.4	-2.8	0.1	0.4
M1 PAM	3	-9	6	6	7	0	2	12	11
M4 antag	5	-2	-7	2	-2	14	1	7	-9
M5 ag	0	0	-5	2	3	0	-15	0	2
M5 PAM	6	-12	40*	8	11	-1	-12	-3	5
CRFBP-R2 block	13	-6	-43	-4	-16	14	22	2	3
